Assay outcomes (PubChem)
IkB signaling = IkB Signaling. Potency, µM (titrated, usually from 57.1 µM), inactives show at the top dose IkBa stabilization activation. 110,000 compounds, 0.04% hits. ABC-DLBCL IkBa-CBG/CBR dual luciferase ratio, 4 h; response scale: scaled: untreated 0%, proteasome inhibitor 100%; active means well fitted curve in the direction sought with a large enough effect in the signal ratio, not every such curve was filed as active; inconclusive means small, poorly fitted or top-dose-only effect, or a change in a side signal; the % refers to the signal ratio;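 further: the direction sought is a rising ratio; 0% = basal untreated cells and 100% = reference inhibitor full response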
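Luminescence ratio of IκBα-fused green versus native red beetle luciferase in OCI-Ly3 cells, 4 h post-doxycycline with compound; red signal alone, scaled from basal (0%) to zero light (-100%), flagged nonspecific or cytotoxic effects.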
Peg3 imprint = qHTS Assay for Compounds that Induce Erasure of Genomic Imprints; mouse ES Peg3-LacZ reporter, beta-gal luminescence, 40 h; Potency, µM (highest dose often 60.7 µM), without a hit: top-dose activity change, positive = activation, usual class: activators; 110,000 compounds, 0.02% hits; AID 1948, 2009;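 further: 0% = negative control wells on the plate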
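Readout: BetaGlo luminescence (5 min, room temp) for LacZ from the normally silent maternal Peg3 allele in female Peg3LacZ-Neo ES cells. Cells 300/well, 40 h, 37C, 5% CO2. Data normalized per plate to negative controls.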
p53ts 32C kill = qHTS Screen for Compounds that Selectively Target Cancer Cells with p53 Mutations: Cytotoxicity of p53ts Cells at the Permissive Temperature; H1299-p53A138V at 32C, ATP luminescence viability, 24 h; Potency, µM (series often up to 46.1 µM), for inactives: at the highest dose activity change, negative = cytotoxicity, actives largely listed as cytotoxic; 130,000 compounds, 0.93% hits;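 further: 0% = DMSO and -100% = full killing by reference compound; nearly all actives have a fitted effect of over 55% in size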
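ATP-content luminescence (ATPlite) read-out after 24 h compound exposure at 32C in H1299-p53A138V cells (600/well). Tested up to 46 uM. Normalized to DMSO (0%) and 100 uM tamoxifen (100% killing); Hill-fit AC50.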
p53ts 39C kill = qHTS Screen for Compounds that Selectively Target Cancer Cells with p53 Mutations: Cytotoxicity of p53ts Cells at the Nonpermissive Temperature; 130,000 compounds, 1.5% hits; AID 902, 2007; Potency, µM (series often up to 46.1 µM), without a hit: top-dose activity change, negative = cell killing, actives largely listed as cytotoxic; H1299-p53A138V viability at 39C, ATP luminescence, 24 h; further: nearly all actives have a fitted effect of over 55% in size
An asterisk follows results filed as active; u = inconclusive; x = not tested or not shown; & = joins results of further samples; [ ] = remark or other dose. Unless noted, the call rests on the fitted dose curve; in most records, active means well fitted curve in the direction sought with a large enough effect; inconclusive means small, poorly fitted or top-dose-only effect, or another doubt; inactive means no such curve, though single readings can be large; an effect the other way counts as inactive or inconclusive. Unless noted, on the % scale 0 is the no-effect control and ±100 the full control effect; potency means the concentration at half of the fitted maximal effect. Not a hit list. About 1.7% of those tested had a hit in this group.

SMILES	IkB signaling	Peg3 imprint	p53ts 32C kill	p53ts 39C kill
CC(=O)c1cccc(NC(=O)CCNS(=O)(=O)c2cccc3nsnc23)c1	1.8%	-10%	2%	-2%
CCNC(=O)c1c(NC(=O)Cc2coc3cc(C)cc(C)c23)sc2c1CCCC2	0.0%	-9%[10.9 µM]	-13%	-27%
COc1ccc(-c2nn(C)c3sc(C(=O)N4CCOCC4)cc23)cc1OC	3.2%	-19%	8%	-8%
CCOC(=O)N=S(=O)(Oc1ccc([N+](=O)[O-])cc1)c1ccc(Cl)cc1 (stereo not drawn)	x	x	9%	15%
COC(=O)[C@@H]1C[C@@]2(O)[C@H](O)[C@H](O)[C@H](O)C[C@H]2N1Cc1ccccc1OS(=O)(=O)c1ccc(C)cc1	x	15%	8%	-7%
Cc1ccc(-c2noc(CCC(=O)NCCCN3CCN(c4cccc(Cl)c4)CC3)n2)cc1	u	-28%	-5%	u
COc1ccc(N2CCN(CCNC(=O)CCNS(=O)(=O)c3cccs3)CC2)cc1	-1.9%	-17%	2%	-5%
CCN(CC)CCCN1C(=O)C(O)=C(C(C)=O)C1c1cccc(OC)c1 (stereo not drawn)	0.6%	5%	1%	-2%
CC(=O)N1CCN(C(=O)c2cccc(S(=O)(=O)Nc3ccc(C)cc3)c2)CC1	-1.0%	-3%	3%	-5%
CC(C)(C)c1cc(C(=O)NCc2ccccc2)ccn1	x	x	6%	2%
CCOC(=O)C1CCCN(c2cc(=O)n(Cc3ccc(F)cc3)c(=O)[nH]2)C1 (stereo not drawn)	3.2%	-10%	-7%	1%
CC(C)C12CC[C@@]3(CC[C@H]4[C@@](C)(CCC[C@]4(C)C(=O)O)[C@@H]3C1)[C@@H](CN)C2	-0.2%[11.4 µM]	-6%[10.9 µM]	2%[9.22 µM]	6%[9.22 µM]
Cc1ccc(NC(=O)C2CCCN2S(=O)(=O)c2ccc3c(c2)CCCC(=O)N3)cc1Cl (stereo not drawn)	u	-10%[10.9 µM]	-5%	-20%
N#CCCN(Cc1cccnc1)S(=O)(=O)c1ccc(S(=O)(=O)NC2CCCCC2)cc1	2.2%	-15%	-7%	-9%
O=C(Nc1ccc(F)cc1Cl)c1cnc(N2CCOCC2)c2ccccc12	0.8%	-6%[10.9 µM]	10%	-1%

7 entries from above, ordered by number of heavy atoms, lowest first:
SMILES	IkB signaling	Peg3 imprint	p53ts 32C kill	p53ts 39C kill
CCN(CC)CCCN1C(=O)C(O)=C(C(C)=O)C1c1cccc(OC)c1 (stereo not drawn)	0.6%	5%	1%	-2%
CC(=O)c1cccc(NC(=O)CCNS(=O)(=O)c2cccc3nsnc23)c1	1.8%	-10%	2%	-2%
CC(=O)N1CCN(C(=O)c2cccc(S(=O)(=O)Nc3ccc(C)cc3)c2)CC1	-1.0%	-3%	3%	-5%
CCNC(=O)c1c(NC(=O)Cc2coc3cc(C)cc(C)c23)sc2c1CCCC2	0.0%	-9%[10.9 µM]	-13%	-27%
COc1ccc(N2CCN(CCNC(=O)CCNS(=O)(=O)c3cccs3)CC2)cc1	-1.9%	-17%	2%	-5%
N#CCCN(Cc1cccnc1)S(=O)(=O)c1ccc(S(=O)(=O)NC2CCCCC2)cc1	2.2%	-15%	-7%	-9%
COC(=O)[C@@H]1C[C@@]2(O)[C@H](O)[C@H](O)[C@H](O)C[C@H]2N1Cc1ccccc1OS(=O)(=O)c1ccc(C)cc1	x	15%	8%	-7%

New compounds follow:
SMILES	IkB signaling	Peg3 imprint	p53ts 32C kill	p53ts 39C kill
Cc1cccc(C)c1OCC(=O)N(Cc1ccc(Cl)cc1)CC1CCCO1 (stereo not drawn)	u	-10%[10.9 µM]	-10%	-22%
O=C(NCc1cccnc1)c1ccc(CS(=O)(=O)c2ccc(Cl)cc2)o1	2.5%	12%	-2%	-3%
COc1ccc(CNS(=O)(=O)c2cnc(N)nc2)c(OC)c1	1.1%	-10%[10.9 µM]	0%	u
COc1ccc(C(=O)/C=C/c2cn(CC(O)CN3CCOCC3)c3ccccc23)cc1 (stereo not drawn)	x	x	-2%	-16%
OCc1cnc(SCc2ccccc2F)n1Cc1ccc(F)cc1	-1.7%	-8%[10.9 µM]	8%	-8%
Cc1cc(C(F)F)n2nc(C(=O)Nc3cc(C)on3)nc2n1	1.1%	-3%	2%	1%
Cc1cc(C)c(NC(=O)CCCn2c(C)c3cnn(-c4ccccc4)c(=O)c3c2C)c(C)c1	u	-10%[10.9 µM]	4%	-16%
CCC(C(=O)Nc1cccc(C#N)c1)n1c(=O)c(-c2ccccc2NC(C)=O)nc2ccccc21 (stereo not drawn)	0.8%	-13%[10.9 µM]	-10%	-10%
Cc1c(Cl)cccc1-c1ccc(CNCCCSc2nnnn2C)o1	u	-9%[10.9 µM]	-12%	u
CCCNC(=O)CN1C(=O)c2c(c3ccccc3n2C)C1c1ccc(OC)cc1 (stereo not drawn)	u	3%[10.9 µM]	0%	-10%
CCc1ccc(-c2nc(CN3CCCC(C(=O)O)C3)c(C)o2)cc1 (stereo not drawn)	0.0%	2%	5%	-1%
COc1ccc(CNC(=O)c2ccc(C)o2)cc1	x	x	1%	15%
COc1ccc(Cn2c(=O)[nH]c3cc(C(=O)N4CCN(c5ccccc5)CC4)ccc3c2=O)cc1	4.0%	-6%[10.9 µM]	1%	-5%
C/C(CCN1CCc2nc(-c3ccccc3)c(-c3ccccc3)cc2C1)=N\O[C@@H](C)c1cn([C@H](CO)Cc2ccccc2)nn1	x	x	-2%&2%[9.22 µM]	0%&-1%[9.22 µM]
c1ccc2c(c1)nnn2-c1ncnc2sc3c(c12)CCCC3	u	-12%	0%	0%
Cc1cc(C(C)c2ccccc2)c(O)c(CN2CCOCC2)c1C (stereo not drawn)	0.7%	-19%	13%	3%
Cc1ccc(-n2ncc(C(=O)N3CCN(c4ccccc4F)CC3)c2C2CCN(C(=O)OC(C)(C)C)CC2)cc1C	u	-6%[10.9 µM]	-4%	13%
COC(=O)CSc1nc2nc(C)cc(C)n2n1	-0.2%	1%	-4%	11%
CCOCCCn1c(=N)c(C(=O)NCc2ccc3c(c2)OCO3)cc2c(=O)n3ccccc3nc21	-0.5%	-5%	0%	-7%
N#Cc1c(N)c(C#N)c(-c2ccc3c(c2)OCO3)c2c1CCCC2	1.6%	-14%	-2%	1%
Cc1ccc(-c2c(C(=O)NCCc3ccccc3)oc(=O)c3ccccc23)cc1	u	-5%[10.9 µM]	16%	u
Cc1cc(NC(=O)CSCc2nc(-c3cccc(Cl)c3)oc2C)no1	0.8%	-18%	0%	-2%
O=C(Nc1cccc2ccccc12)N1CCc2ccccc2C1	x	x	9%	8%
CNc1ccc(-c2nc(-c3ccco3)no2)cc1[N+](=O)[O-]	u	-12%[10.9 µM]	-11%	-6%
COc1ccc(N2CCN(CCCNC(=O)c3nnc(Cc4ccccc4Cl)o3)CC2)cc1	u	-14%[10.9 µM]	0%	-18%
CCC(C)NC(=O)Cn1c(=O)n(CCCCC(=O)NCc2ccco2)c(=O)c2ccccc21 (stereo not drawn)	-0.4%	-11%	-7%	4%
Fc1ccc(-c2nc3c4c(-c5ccccc5)c(-c5ccccc5)oc4ncn3n2)cc1	7.4%	u	11%	16%
CN(C)C(CNC(=O)c1cccnc1Sc1ccccc1)c1ccco1 (stereo not drawn)	-0.6%	-9%	-8%	2%
COC(=O)[C@@]1(Cc2ccc(F)cc2)[C@H]2c3cc(C(=O)N4CCCC4)n(Cc4ccc(S(C)(=O)=O)cc4)c3C[C@H]2CN1C(=O)c1ccccc1	x	-9%	8%	-9%
CCOC(=O)Cn1c(=O)oc2cc(S(=O)(=O)NCCc3ccc(C)cc3)ccc21	7.6%	-11%	-8%	-2%
CCc1nnc(NC(=O)c2ccc(S(=O)(=O)N(CC)CC)cc2)s1	1.9%	-6%	2%	10%
Cc1ccc(C(c2sc3nc(-c4ccco4)nn3c2O)N2CCCC2)cc1 (stereo not drawn)	-0.8%	-6%[10.9 µM]	4%	-1%
O=c1[nH]c2c(s1)C=Nc1ccccc1N2	2.1%	-4%	-4%	17%
CNC(=O)C1CCC(Cn2c(=O)c3sccc3n(CC(=O)Nc3ccc(C)cc3C)c2=O)CC1 (stereo not drawn)	-0.1%	-13%[10.9 µM]	-13%	-14%
Cc1noc(NS(=O)(=O)c2ccc(NC(=O)CSc3nc4ccccc4s3)cc2)c1C	0.3%	-21%	1%	2%
Cc1ccccc1NC(=O)c1c(NC(=O)c2ccncc2)sc2c1CCC(C(C)(C)C)C2 (stereo not drawn)	u	-8%[10.9 µM]	24%	-12%
CNCc1ccccc1	x	-10%	5%	1%
CCC(C)(C)n1nnnc1C(c1cc2ccc(C)cc2[nH]c1=O)N(Cc1cccnc1)Cc1ccco1 (stereo not drawn)	u	-17%	15%	15%
CCN(CC)S(=O)(=O)c1ccc2c(c1)N(CC(=O)NCc1ccccc1)C(=O)C1CCCCN21 (stereo not drawn)	u	-10%[10.9 µM]	7%	20%
COc1cccc(CNC(=O)c2ccc(NC(=O)C3CCCO3)cc2)c1 (stereo not drawn)	-0.3%	-8%	-9%	1%
Cc1cccc(N2CCN(C(=O)Cn3c(C)c4cnn(-c5ccccc5)c(=O)c4c3C)CC2)c1C	u	-9%[10.9 µM]	-4%	-7%
O=C(O)c1cccc(OCc2ccccc2Cl)c1	u	-90%[inhibitor]	2%	-4%
Cc1ccccc1-n1c(SCC(=O)c2cc(C)n(C)c2C)nnc1-c1ccncc1	1.1%	-11%	9%	-23%
O=C(Nc1ncc(Cc2ccccc2)s1)C1CCCO1 (stereo not drawn)	u	-12%	u	u
N#Cc1ccc(NC(=O)COC(=O)CSc2nnc(-c3ccc(Cl)cc3)o2)cc1	x	x	22%	-4%
O=C(COc1cccc2cccnc12)N1CCc2ccccc2C1	-1.8%	x	5%	-9%
c1ccc(COc2ccc(OCCCn3cncn3)cc2)cc1	u	u	u	u
CCc1nc(SCC(=O)Nc2cc(C)on2)c2c(=O)n(C)c(=O)n(C)c2n1	4.0%	-16%	3%	10%
O=C1Nc2ccccc2C1Cc1ccc(Br)cc1 (stereo not drawn)	-0.4%	-7%[10.9 µM]	2%	16%
Cc1onc(-c2ccccc2Cl)c1C(=O)Nc1ccc(F)c(F)c1	4.4%	x	7%	3%
CCOCCOc1nc2c(c(=O)n(C)c(=O)n2C)n1Cc1ccc(C)cc1	-2.0%	-11%	21%	1%
CCOC(=O)C1CCN(c2c(NCc3ccc(C(=O)NC(C)CC)cc3)c(=O)c2=O)CC1 (stereo not drawn)	0.5%	3%	17%	8%
CC(=O)Nc1ccc(NCc2nnc3n2CCCCC3)cc1	-0.1%	7%[10.9 µM]	6%	-8%
O=C(Cn1ncc2c(=O)oc3ccccc3c21)N1CCc2ccccc2C1	8.0%	-11%	-28%	-13%
COc1ccc(C(C)C)cc1S(=O)(=O)NCCc1c(C)[nH]c2c(Cl)cccc12	u	-9%[10.9 µM]	0%	u
COc1ccc(/C=C(/C#N)c2nc(-c3ccc(-c4ccccc4)cc3)cs2)cc1	u	-12%[10.9 µM]	10%	2%
Nc1c(C(=O)NC2CCCC2)c2nc3ccccc3nc2n1/N=C/c1cccnc1	5.2%	2%	5%	7%
CN(C)c1ncc2nc(CCc3ccccc3)c(=O)n(CCc3ccccc3)c2n1	-1.9%[11.4 µM]	-3%	1%	-8%
O=C(CC(C(=O)O)N1CCOCC1)Nc1ccc(Cl)cc1 (stereo not drawn)	0.2%	3%	-4%	8%
Cn1c(C(=O)N(Cc2ccccc2)Cc2cccs2)cc2sccc21	8.3%	-8%	7%	0%
COc1ccc(NC(=O)Nc2nnc(C(C)C)s2)cc1	-0.7%	-13%	-8%	2%
COc1ccc(C(=O)N2CCN=C2c2ccccc2)cc1OC	-4.9%	-6%	6%	-2%
CN1C(=O)c2ccccc2C(C(=O)NCc2ccco2)C1c1c[nH]c2ccccc12 (stereo not drawn)	0.1%	-16%	3%	-6%
